Compound activity (PubChem)
proCasp7 act = counter-screen: procaspase-7 (human) activation. 330,000 compounds, 0.093% hits. activation, % at 8.5 µM. AID 463210. recombinant procaspase-7, Ac-DEVD-pNA absorbance 405 nm; D23A/D198A/D206A triple mutant, cannot self-cleave; scale: DMSO 0, 5 µM enzyme 100. P55210;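 active = percent activation above the screen-wide mean plus 3 SD, cut at about 25% in these data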
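Test system: Procaspase-7 triple mutant (PC-7 D3A). Also added: Ac-DEVD-pNA substrate, 400 µM as added. Schedule: 1 h enzyme–compound preincubation and 2 h substrate reaction, both 25 °C. Signal: p-Nitroaniline absorbance at 405 nm, read at 0 and 120 min. Control set: low DMSO alone, high DMSO plus 5 µM PC-7.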
PAFAH2 inh = PAFAH2 (human) inhibition | inhibition, % at 3.39 µM | recombinant PAFAH2, FP-rhodamine activity probe, fluorescence polarization | 340,000 compounds, 0.99% hits;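 active = inhibition above the mean over all tested compounds plus 3 SD, cut at about 30% in these data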;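 note: inhibitors block probe labeling of enzyme so polarization drops; 0% = enzyme with DMSO and 100% = wells lacking PAFAH2 protein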
TPT1 inh = inhibitors of Candida albicans tRNA 2'-phosphotransferase TPT1 | recombinant caTPT1, FP RNA substrate dephosphorylation | inhibition, % at 5 µM | 300,000 compounds, 0.81% hits | AID 1962;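 active = inhibition above the mean of all tested compounds plus 3 SD, set per screening campaign, cut at about 24% in these data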;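 note: plate controls were DMSO alone for no effect and ferristatin control at 100 nM for full effect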
procasp3 activ = activates human procaspase-3 | P42574 | recombinant procaspase-3 D3A, Ac-DEVD-pNA absorbance 405 nm | activation, % at 8.5 µM | 330,000 compounds, 0.11% hits;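 active = activation above the mean of all tested compounds plus 3 SD, cut at about 21% in these data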;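 note: 0% = DMSO alone and 100% = DMSO wells spiked with extra 5 µM PC-3 D3A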
Target sequence (P42574 whole entry D9A/D28A/D175A): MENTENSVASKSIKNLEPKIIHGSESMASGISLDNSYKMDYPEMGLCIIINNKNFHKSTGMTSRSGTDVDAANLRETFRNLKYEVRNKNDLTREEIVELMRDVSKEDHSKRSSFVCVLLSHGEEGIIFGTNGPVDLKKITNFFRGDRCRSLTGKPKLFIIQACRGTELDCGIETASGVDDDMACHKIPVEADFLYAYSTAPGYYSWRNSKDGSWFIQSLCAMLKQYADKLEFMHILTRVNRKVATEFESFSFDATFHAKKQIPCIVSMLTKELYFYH
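Evaluation: percent activation relative to control range; Material: Procaspase-3 D3A mutant, all three cleavage aspartates alanine; Compound: single dose, 8.5 µM nominal compound, 0.8% DMSO; Replication: one well per compound; Signal: absorbance at 405 nm, 0 and 120 min; Schedule: 1 h preincubation plus 2 h reaction at 25 °C.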
CTSL1 counter = blocks F. hepatica cathepsin L1 in PFM18AAP counter-screen; recombinant F. hepatica cathepsin L1, Z-Leu-Arg-MCA fluorescence; inhibition, % at 5.96 µM; 300,000 compounds, 0.49% hits; AID 1906;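 active = inhibition above the mean of all tested compounds plus 3 SD, set per screening campaign, cut at about 17% in these data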;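 note: 0% = plate median of test compound wells and 100% = 1 µM Z-Phe-Ala-diazomethylketone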
core dimer inh = HCV core protein dimerization inhibition | 300,000 compounds, 0.33% hits | AID 1899 | inhibition, % at 5 µM | TR-FRET GST/Flag-core106 dimerization, 1536-well;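 active = inhibition above the mean of all tested compounds plus 3 SD, set per screening campaign, cut at about 45% in these data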
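Test system: GST/Flag-tagged HCV core106 proteins; Medium: KF-containing HEPES buffer, pH 7.45, DTT, CHAPS, BSA; Times: compound-protein-antibody incubation 4 h at 22.5 °C; Detection: TR-FRET 671 and 617 nm emission; Benchmarks: wells lacking GST-core106 and wells with excess unlabelled core106.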
PP1 inh = PP1-alpha (human) inhibition in PP5 counter-screen; purified PP1alpha, OMFP fluorescence; inhibition, % at 6.7 µM; 320,000 compounds, 0.9% hits; AID 2235;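 active = inhibition above the mean inhibition of all tested compounds plus 3 SD, computed separately for each screening campaign, cut at about 15% in these data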
Target sequence (P62136 whole entry, looked up): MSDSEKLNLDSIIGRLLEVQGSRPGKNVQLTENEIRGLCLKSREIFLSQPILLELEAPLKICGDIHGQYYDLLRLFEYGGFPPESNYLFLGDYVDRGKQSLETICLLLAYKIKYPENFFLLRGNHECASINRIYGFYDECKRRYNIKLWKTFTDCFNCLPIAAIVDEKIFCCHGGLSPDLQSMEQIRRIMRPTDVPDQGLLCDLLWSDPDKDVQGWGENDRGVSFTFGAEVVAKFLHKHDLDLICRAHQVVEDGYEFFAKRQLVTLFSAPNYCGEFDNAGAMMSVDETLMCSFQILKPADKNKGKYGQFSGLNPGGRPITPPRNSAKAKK
AHR activator = activates the human aryl hydrocarbon receptor | AHR-responsive luciferase reporter cells, luminescence | 320,000 compounds, 2.5% hits | AID 2796 | activation, % at 5 µM; in the data active = activation above about 47%;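 note: 0% = vehicle wells and 100% = reference agonist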
PP5 inh = blocks human protein phosphatase 5 activity; purified PP5c, OMFP substrate fluorescence; inhibition, % at 6.7 µM; 320,000 compounds, 0.18% hits;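 active = inhibition above the campaign's mean inhibition across all tested compounds plus 3 SD, cut at about 9.5% in these data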;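 note: 0% = DMSO only and 100% = 100 µM cantharidin control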
Target sequence (P53041 whole entry, looked up): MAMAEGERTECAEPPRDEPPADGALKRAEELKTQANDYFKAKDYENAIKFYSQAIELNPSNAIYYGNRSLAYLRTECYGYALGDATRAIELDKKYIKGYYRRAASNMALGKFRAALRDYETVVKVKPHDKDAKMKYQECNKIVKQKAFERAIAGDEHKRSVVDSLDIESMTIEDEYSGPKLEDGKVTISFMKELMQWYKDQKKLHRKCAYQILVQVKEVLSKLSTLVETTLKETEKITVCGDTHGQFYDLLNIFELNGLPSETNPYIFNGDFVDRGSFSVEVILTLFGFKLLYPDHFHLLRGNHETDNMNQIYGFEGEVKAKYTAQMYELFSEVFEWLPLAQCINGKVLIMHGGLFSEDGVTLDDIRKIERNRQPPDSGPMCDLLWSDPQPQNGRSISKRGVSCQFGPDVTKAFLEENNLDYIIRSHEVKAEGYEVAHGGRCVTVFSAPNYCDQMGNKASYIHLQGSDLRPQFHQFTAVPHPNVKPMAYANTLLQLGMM
Numbers without * were called inactive; . = no result given.

SMILES | proCasp7 act | PAFAH2 inh | TPT1 inh | procasp3 activ | CTSL1 counter | core dimer inh | PP1 inh | AHR activator | PP5 inh
COc1ccc(S(=O)(=O)NCCc2cn3nc(C)c(C)nc3n2)cc1F | -11.2 | 1.2 | 4.2 | -6.3 | 1.7 | -11.0 | -7.9 | 7.1 | -0.4
COc1ccc(C(C(=O)NCC2CCCO2)N(C(=O)Cn2nnc3ccccc32)c2ccccc2C(C)=O)cc1OC (stereo not given) | 0.1 | -3.6 | -4.5 | -2.1 | -3.0 | 10.3 | 1.8 | -2.6 | 1.6
COCCNS(=O)(=O)c1cccc2cccnc12 | -3.6 | 2.2 | -2.3 | -4.6 | -1.6 | -0.6 | -3.5 | 3.4 | 2.7
COC(=O)c1ccc(Cl)c(NC(=O)CSc2nnc(-c3ccncc3)o2)c1 | -0.1 | 7.6 | -3.1 | -0.9 | 1.9 | -4.5 | -3.3 | 10.1 | -0.1
COc1ccc(CSc2nc(CSC)cc(N3CCOCC3)n2)cc1 | 4.5 | -8.7 | -1.9 | 2.4 | -7.3 | -2.6 | 2.1 | 0.7 | 2.6
O=C(Nc1ccc2nc(-c3ccccc3)[nH]c2c1)c1ccco1 | 2.8 | 1.0 | -2.7 | 7.5 | 0.5 | 0.8 | 0.0 | -20.7 | 2.4
O=C(/C=C/N1CCOCC1)c1cc2ccccc2o1 | -6.4 | 2.4 | 25.5* | -6.8 | -0.1 | 2.9 | -8.2 | 9.6 | 2.4
COc1cc(CNCc2cccs2)ccc1OCc1ccccc1 | 3.0 | -9.3 | -1.0 | -1.9 | -2.4 | 7.2 | 3.9 | 5.2 | 2.7
COc1cc([N+](=O)[O-])ccc1NC(=O)CCCOc1cccc(C)c1 | -3.9 | -4.1 | 2.4 | -3.5 | -0.3 | 1.6 | 1.5 | 1.4 | 1.4
CN1CCc2c(sc3nc(SCC(=O)N4CCOCC4)nc(N)c23)C1 | 3.8 | -0.9 | -3.3 | 2.0 | 4.5 | 0.3 | 2.4 | 3.0 | 3.0
Cc1ccc(-n2nnnc2SCn2nnc3ccccc3c2=O)c(C)c1 | -10.1 | 2.4 | 4.6 | -0.4 | 4.6 | 2.1 | 0.3 | -0.9 | 1.8
Cc1ccccc1OCC(=O)NNC(=O)c1ccc(-n2cncn2)c([N+](=O)[O-])c1 | 5.3 | 4.4 | -2.0 | 13.6 | -24.9 | 0.0 | -4.7 | 4.2 | -2.5
CCOC(=O)c1c(NC(=O)CSc2nnc3c(Cl)cc(Cl)cn23)sc2c1CCC2 | 3.2 | 3.7 | 3.5 | -5.3 | 2.3 | 38.7 | 4.6 | 9.7 | -1.3
CCN=c1scc(-c2ccccc2)n1/N=C/c1ccccn1 | -22.7 | -0.2 | 0.2 | -12.5 | 0.5 | -6.2 | -4.9 | -11.7 | 0.9
COc1ccc(/C=C/c2nc(C)c(-c3ccccc3)c(=O)[nH]2)cc1OC | 6.9 | 1.5 | 0.6 | 7.4 | 0.0 | -8.8 | -3.8 | 5.8 | 2.8
COc1ccccc1N(C)S(=O)(=O)c1ccc(C(=O)OCC(=O)N2CCCCCC2)cc1 | -0.2 | 13.7 | -3.1 | 5.0 | 0.2 | 4.5 | 5.7 | -0.7 | -1.0
CSc1ccc(C2=CC(=O)C[C@H](c3ccc4c(c3)OCO4)C2)cc1 | 4.0 | -10.8 | . | 6.9 | . | . | 0.3 | 6.3 | 3.5
COc1ccc(NC(=O)c2nc[nH]c2C(=O)N[C@H](C)c2ccccc2)cc1 | 1.8 | 0.4 | -4.8 | 0.5 | -0.2 | -13.7 | 7.4 | 15.9 | 5.5
C=CCC(O)(CCN1CCCCC1)c1ccccc1 (stereo not given) | -0.7 | 4.9 | -9.0 | 10.2 | -2.1 | -6.5 | 0.7 | -0.1 | 0.3
CCCCN(C(=O)CSc1nnc(-c2ccc(OC)cc2)n1CC)c1c(N)n(Cc2ccccc2)c(=O)[nH]c1=O | 12.6 | -4.6 | -3.0 | 3.3 | 3.9 | 12.8 | -1.5 | -2.3 | -0.1
COc1ccc(-c2noc(C3CCCN(C(=O)c4c(F)cccc4F)C3)n2)cc1OC (stereo not given) | 2.2 | -1.0 | -1.1 | 3.3 | -11.1 | -0.1 | 0.7 | 0.8 | -0.3
COc1ccc(CC2(C)OC(c3ccc(C)c([N+](=O)[O-])c3)=NN2C(C)=O)cc1 (stereo not given) | 5.0 | -3.7 | -0.6 | -9.0 | 0.7 | 0.3 | -1.7 | 1.3 | 1.2
COc1cc(OC)cc(C(=O)NNC(=O)c2ccc3c(c2)OCCO3)c1 | 21.3 | 1.7 | . | 7.1 | . | . | . | 3.2 | .
Clc1ccc(Sc2cc(N3CCOCC3)nc(-c3ccccc3)n2)cc1 | 8.5 | -4.8 | 3.3 | 8.6 | -2.3 | 1.2 | 0.1 | 5.1 | 1.5
COc1cc(/C=N/N=C(N)N)ccc1OCc1ccc(Cl)cc1 | 5.1 | 2.8 | -0.6 | -2.9 | 8.1 | -13.9 | 13.5 | 4.9 | 2.4
Cc1ccc([N+](=O)[O-])c(OCCN2C(=O)NC(C)(C)C2=O)c1 | 1.3 | 2.1 | -3.4 | 0.6 | -5.5 | -6.2 | -2.8 | 3.1 | -3.6
CC(C)COc1ccc(C(=O)NNC(=O)CCC(=O)c2cccs2)cc1 | 7.1 | 10.0 | . | -0.2 | . | . | . | 8.5 | .
CCN(CC)CCCNc1nc(-c2ccccc2)nc2ccccc12 | 1.9 | 9.8 | 0.4 | -17.8 | -2.1 | -3.3 | -3.2 | 4.2 | 3.8
CCN(CC)c1ccc2c(c1)OC(N)=C(C#N)C2c1cccnc1 (stereo not given) | -8.4 | -46.9 | 71.5* | 6.6 | 2.3 | -8.4 | -4.0 | 17.6 | 4.5
Nc1nnc(CC(=O)N/N=C/c2ccc(-c3ccccc3)o2)s1 | 3.2 | 12.3 | 2.2 | 6.3 | 7.3 | 1.4 | -2.0 | 38.9 | 4.8
COc1ccc(/C=C/C(=O)OCC(=O)NC2CCCC2)cc1OC | 8.9 | 82.9* | . | 5.0 | . | . | . | -0.8 | .
CCOC(=O)CNC(=O)Cn1cnc2ccc(S(=O)(=O)N3CCC(C)CC3)cc2c1=O | 10.8 | -0.9 | -1.6 | -4.7 | 1.4 | -4.2 | -0.1 | 1.8 | 2.0
O=C(CSc1nnc2ccccn12)NC(=O)Cc1ccccc1 | 7.3 | -9.5 | -0.5 | -0.2 | -10.1 | -1.1 | -0.7 | -0.8 | -0.7
CCc1ccc(Nc2nc(N)nc(CSc3nnnn3-c3ccccc3)n2)cc1 | 1.3 | -9.0 | -1.6 | -2.0 | 3.8 | 4.2 | 15.8* | 49.7* | 1.0
COc1ccc(/C=N/NC(=O)c2cccc([N+](=O)[O-])c2)cc1O | 11.5 | -1.9 | -3.2 | -1.3 | 4.2 | -5.3 | -3.0 | 8.3 | 3.4
CC1SCCN1S(=O)(=O)c1ccc2ccccc2c1 (stereo not given) | 5.1 | 4.6 | 2.3 | 3.9 | 5.2 | 7.0 | -0.5 | 6.9 | 2.8

Entries above with fluorine:
SMILES | proCasp7 act | PAFAH2 inh | TPT1 inh | procasp3 activ | CTSL1 counter | core dimer inh | PP1 inh | AHR activator | PP5 inh
COc1ccc(S(=O)(=O)NCCc2cn3nc(C)c(C)nc3n2)cc1F | -11.2 | 1.2 | 4.2 | -6.3 | 1.7 | -11.0 | -7.9 | 7.1 | -0.4
COc1ccc(-c2noc(C3CCCN(C(=O)c4c(F)cccc4F)C3)n2)cc1OC (stereo not given) | 2.2 | -1.0 | -1.1 | 3.3 | -11.1 | -0.1 | 0.7 | 0.8 | -0.3

The listing picks up, repeating the 2 entries before the break.
SMILES | proCasp7 act | PAFAH2 inh | TPT1 inh | procasp3 activ | CTSL1 counter | core dimer inh | PP1 inh | AHR activator | PP5 inh
COc1ccc(/C=N/NC(=O)c2cccc([N+](=O)[O-])c2)cc1O | 11.5 | -1.9 | -3.2 | -1.3 | 4.2 | -5.3 | -3.0 | 8.3 | 3.4
CC1SCCN1S(=O)(=O)c1ccc2ccccc2c1 (stereo not given) | 5.1 | 4.6 | 2.3 | 3.9 | 5.2 | 7.0 | -0.5 | 6.9 | 2.8
O=C(Nc1ccc(OC(=O)c2ccncc2)cc1)c1ccncc1 | -2.6 | -2.2 | 0.7 | -2.1 | -2.5 | 1.8 | 11.2 | -0.2 | 2.2
O=C(CC12CC3CC(CC(C3)C1)C2)N1CCCC1 | 8.2 | 1.7 | -3.4 | 2.6 | -4.8 | 5.2 | -1.7 | -3.3 | 0.3
COCCNC(=O)CCn1nc(-c2ccc(Cl)cc2)ccc1=O | 14.3 | -3.5 | 4.2 | -8.5 | 1.9 | -1.0 | -1.4 | 0.3 | -0.8
O=C(Nc1cccc(C(F)(F)F)c1)c1cncs1 | -7.5 | -12.0 | -1.3 | 8.1 | 1.8 | 0.8 | 0.0 | 41.7 | 2.4
O=C(/C=C/c1cccc(Br)c1)NCC1CCCCC1 | -1.0 | -6.8 | -3.0 | 5.7 | -2.3 | 7.9 | 0.1 | 2.5 | -0.6
Nc1cccc(C2=Nc3cccc4cccc(c34)N2)c1 | 1.6 | -12.5 | 2.0 | 3.8 | -1.0 | 72.1* | -0.5 | 18.7 | 1.6
O=C(CSc1nnc(-c2ccc(Cl)cc2Cl)n1C1CCCCC1)NC1CCS(=O)(=O)C1 (stereo not given) | -2.4 | 9.5 | -0.6 | -4.7 | 2.5 | 3.3 | -0.7 | 0.4 | 2.3
Cc1cccc(OCCCC(=O)Nc2ccccc2C(F)(F)F)c1 | 15.6 | -0.8 | 1.5 | -1.2 | 0.3 | -2.2 | 0.6 | -0.9 | 0.2
CCOC(=O)N1CCC(NC(=O)c2ccc(NC(=O)C3CCCO3)cc2)CC1 (stereo not given) | -1.8 | -7.8 | -0.8 | 0.6 | 8.9 | -5.3 | -1.0 | 12.9 | -10.2
CC1(C(=O)NCCc2c[nH]c3ccccc23)C=CCN1C(=O)c1ccccc1 (stereo not given) | -0.4 | 3.3 | 0.0 | -8.0 | -2.2 | -5.8 | 1.7 | 9.2 | 2.7
Cc1ccc(OCCCC(=O)Nc2ccc(S(=O)(=O)Nc3cc(C)on3)cc2)cc1 | 6.9 | 5.8 | -2.4 | 0.1 | 2.4 | 8.8 | 0.3 | -1.1 | -0.9
COc1ccc(/C=C/C(=O)OCC(=O)N2CC(=O)Nc3ccccc32)cc1S(=O)(=O)N1CCOCC1 | -0.2 | 5.2 | 1.1 | 0.1 | 8.2 | -7.1 | 2.6 | 3.0 | 0.2
CC(Oc1ccc(-c2nnco2)cc1)C(=O)N1CCOCC1 (stereo not given) | 3.1 | -4.7 | 4.7 | 4.8 | 2.9 | -3.3 | -3.1 | 0.7 | 1.7
Cc1ccn2c(CNCCn3cccn3)c(C(=O)N3CCCCCC3)nc2c1 | 1.1 | 4.5 | 0.4 | 8.5 | -1.3 | 7.0 | -0.4 | 1.1 | 2.0
Cc1ccc(OC(C)c2nnc(N)s2)cc1Cl (stereo not given) | -2.4 | 0.2 | -5.0 | 5.2 | -2.1 | -4.8 | -2.1 | -1.4 | 1.8
N#Cc1ccc(-c2ccc(Cl)cc2)nc1Oc1ccc(F)cc1 | 4.5 | 2.9 | 4.7 | 5.8 | -5.0 | 13.0 | -0.8 | 0.0 | -0.1
